# KCNQ1 inh = inhibitors of human KCNQ1 channel, primary screen, cell-based, thallium flux, high-throughput; B-score at 10 µM; CHO-K1 KCNQ1, FluxOR thallium flux fluorescence; stronger effect = higher value; actives 1.3% (n = 310,000); AID 2642, 2010;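 active means compounds whose thallium flux B-score, printed positive for inhibition, exceeds three library SD while starting fluorescence stays within three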;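 further: channel opened by potassium depolarization with thallium stimulus after 20 min compound exposure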
# Target sequence (P51787 whole entry, looked up): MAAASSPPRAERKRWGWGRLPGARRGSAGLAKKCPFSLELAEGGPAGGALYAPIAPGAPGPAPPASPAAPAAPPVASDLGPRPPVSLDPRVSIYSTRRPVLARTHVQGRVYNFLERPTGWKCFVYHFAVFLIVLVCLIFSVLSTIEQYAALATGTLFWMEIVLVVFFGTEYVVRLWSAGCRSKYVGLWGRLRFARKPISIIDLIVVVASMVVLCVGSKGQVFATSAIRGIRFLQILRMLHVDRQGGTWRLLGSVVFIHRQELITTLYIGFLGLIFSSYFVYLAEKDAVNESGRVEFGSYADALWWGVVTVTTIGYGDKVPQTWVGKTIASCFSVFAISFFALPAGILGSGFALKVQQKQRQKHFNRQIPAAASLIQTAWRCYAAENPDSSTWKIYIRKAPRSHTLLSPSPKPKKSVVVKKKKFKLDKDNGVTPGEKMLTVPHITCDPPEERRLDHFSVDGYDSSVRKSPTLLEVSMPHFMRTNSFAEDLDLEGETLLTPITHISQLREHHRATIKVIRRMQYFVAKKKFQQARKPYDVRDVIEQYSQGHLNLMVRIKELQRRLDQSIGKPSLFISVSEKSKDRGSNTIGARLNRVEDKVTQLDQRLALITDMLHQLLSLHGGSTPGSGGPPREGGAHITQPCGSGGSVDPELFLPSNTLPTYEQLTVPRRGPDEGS
# RGS4 pot = RGS4 potentiators or activators, primary screen, cell-based, HEK293 M3R inducible RGS4, calcium flux | carbachol calcium flux Fluo4; stronger effect = lower value | B-score at 10 µM | actives 0.92% (n = 310,000);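 active means B-score of the integrated calcium signal more than 4 SD below the library mean, with starting fluorescence not abnormally high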;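 further: negative B-score means reduced calcium response which marks RGS4 activation or potentiation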
#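 Also added: carbachol at ECmax as muscarinic agonist stimulus; Assay system: HEK293 cells with stable M3R and inducible RGS4; Timing: overnight RGS4 induction, 30 min dye load 37 °C, 20 min compound RT; Measured by: Fluo4-AM (2 µM) calcium-flux fluorescence, kinetic read.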
# SKKanGAS inh = S. pyogenes SKKanGAS growth inhibitors in kanamycin, primary screen, streptokinase expression inhibitor project, SKKanGAS strain, BacTiter-Glo luminescence | AID 1662, 2009 | inhibition, % at 7.5 µM | actives 1.3% (n = 300,000) | 6 h;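 active means mean replicate score, as percent of positive control median, at least 50; inconclusive means mean below 50 but one replicate at or above 50; inactive means mean and every replicate below 50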;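 further: strain carries kanamycin resistance gene driven by streptokinase promoter and grows in 40 µg/ml kanamycin; loss of luminescence reflects streptokinase promoter inhibition or plain growth inhibition; 0% = median of DMSO wells and 100% = positive control at its reference dose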
# KCNK9 inh = KCNK9 potassium channel inhibitors, primary screen, HEK293 cells, thallium flux. B-score at 10 µM. actives 1.2% (n = 310,000). Potassium channel subfamily K member 9 (Homo sapiens), Q9NPC2. FluxOR thallium flux fluorescence; stronger effect = lower value;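 active means ratio B-score over 3 SD below the library mean, with starting fluorescence within 5 SD of its mean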;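 further: negative B-score means less thallium flux so channel inhibition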
# TMEM16A act = TMEM16A chloride channel activators or potentiators, primary screen, cell-based, HTS. HEK293 TMEM16A/YFP-H148Q/I152L, iodide quench fluorescence; stronger effect = lower value. actives 0.3% (n = 340,000). B-score at 10 µM. Anoctamin-1 (Mus musculus), Q8BHY3. AID 623877, 2012;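 active means fluorescence-ratio B-score plate-corrected deviation score at least 3 library SD below zero, with starting fluorescence score within 5 deviations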;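 further: channel opened by trigger with iodide after compound preincubation; score built on the fluorescence ratio of max minus min over baseline; more negative score means more quench and so TMEM16A activation or potentiation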
# RGS4 block = RGS4 inhibitors, primary screen, cell-based, HEK293 M3R inducible RGS4, calcium flux; Regulator of G-protein signaling 4 (Homo sapiens), P49798; Fluo-4 calcium flux; stronger effect = higher value; triggered by carbachol at its EC20; B-score at 10 µM; actives 0.45% (n = 310,000); AID 463165, 2010;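 active means B-score, a plate-corrected calcium signal, over three deviations above library mean, with baseline fluorescence within five deviations of library mean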;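 further: RGS4 expression induced by doxycycline in cells with stable M3 receptor; B-score is computed from the integrated fluorescence ratio over baseline after carbachol; higher B-score means a larger calcium signal and so more RGS4 inhibition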
# ANO1 block = TMEM16A chloride channel inhibitors, primary screen, cell-based, HTS | Anoctamin-1 (Mus musculus), Q8BHY3 | HEK293 TMEM16A/YFP iodide influx fluorescence, ionomycin | normalized B-score (activity score, 25-100; higher = stronger inhibition) at 10 µM | actives 1.2% (n = 310,000);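 active means ratio plate-corrected score three or more library SD toward inhibition, starting fluorescence score within five deviations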;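 further: score derived from kinetic fluorescence span divided by baseline fluorescence per well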
# hERG protect = hERG rescue from dofetilide block, primary screen, cell-based, CHO-hERG, FluxOR thallium flux, dofetilide IC70; actives 0.51% (n = 310,000); activation (rescue from dofetilide block), less the hit threshold, % at 10 µM; AID 1511, 2009; dofetilide IC70 present; Voltage-gated inwardly rectifying potassium channel KCNH2 (Homo sapiens), Q12809;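 active means activation above the mean of controls blocked by dofetilide plus 5 SD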;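 further: thallium influx through hERG after potassium depolarization seen as dye fluorescence rise; in these data hits start at about 4.7%; inactives centre near -7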
# KCNK3 block = human KCNK3 channel inhibitors, primary screen, CHO cells, FluxOR thallium flux, B-score. Potassium channel subfamily K member 3 (Homo sapiens), O14649. FluxOR fluorescence; stronger effect = lower value. B-score at 10 µM. actives 0.84% (n = 340,000);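 active means B-score under library mean minus 4 SD, starting fluorescence ratio at most library mean plus 5 SD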;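 further: more negative B-score means stronger inhibition of thallium flux through KCNK3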
# Target sequence (O14649 whole entry, looked up): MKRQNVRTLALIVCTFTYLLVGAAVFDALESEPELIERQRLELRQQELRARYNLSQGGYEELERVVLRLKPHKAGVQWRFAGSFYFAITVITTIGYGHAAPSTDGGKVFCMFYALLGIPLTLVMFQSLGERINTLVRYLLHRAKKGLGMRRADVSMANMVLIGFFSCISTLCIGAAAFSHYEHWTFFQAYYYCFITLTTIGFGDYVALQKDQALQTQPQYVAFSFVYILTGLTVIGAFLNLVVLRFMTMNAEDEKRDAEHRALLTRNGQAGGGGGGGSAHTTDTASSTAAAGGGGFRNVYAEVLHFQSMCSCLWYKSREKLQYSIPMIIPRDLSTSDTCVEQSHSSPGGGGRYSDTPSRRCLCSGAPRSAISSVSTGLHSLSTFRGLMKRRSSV
# HDAC3 inh = HDAC3 deacetylase inhibitors, primary screen, biochemical, fluorescence, cell-free homogeneous | Histone deacetylase 3 (Homo sapiens), O15379 | recombinant HDAC3, fluorogenic peptide/trypsin coupled | inhibition, % at 8.3 µM | actives 0.15% (n = 320,000) | AID 2718, 2010; in the data active means inhibition above about 26%, passing the limit was not always enough; inconclusive means no clear call, values can overlap the other calls
# KCNQ1 act = potentiators or activators of KCNQ1 channel, primary screen, cell-based, thallium flux, high-throughput; Potassium voltage-gated channel subfamily KQT member 1 (Homo sapiens), P51787; CHO-K1 KCNQ1, thallium flux FluxOR fluorescence; stronger effect = higher value; B-score at 10 µM; actives 0.35% (n = 310,000);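 active means fluorescence ratio B-score, a plate-corrected score, at least three library SD, with initial intensity B-score within 5 SD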
#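 System: Stable KCNQ1 CHO-K1 line | Incubation: 90 min dye loading and 20 min compound exposure, both at room temperature | Measure: Ratio B score | Medium: Assay buffer for compound exposure, DMSO matched across wells | Compound dosing: Single-concentration screen | Probe or stimulus: K+/Tl+ depolarizing stimulus | Measured by: Kinetic FluxOR fluorescence, 10 s baseline plus 110 s post-stimulus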
# The depositor's hits bear a star; i = inactive; ? = inconclusive.
SMILES,KCNQ1 inh,RGS4 pot,SKKanGAS inh,KCNK9 inh,TMEM16A act,RGS4 block,ANO1 block,hERG protect,KCNK3 block,HDAC3 inh,KCNQ1 act
CCOC(=O)C1CCN(C(=O)c2ccc(NC(=O)C3CCCO3)cc2)CC1 (stereo not drawn),i,i,-6,i,i,i,i,-11,i,-2,i
O=C(CCC(=O)N1CCOc2ccccc21)N1CCOCC1,i,i,-2,i,i,i,i,-9,i,-3,i
CCOC(=O)NCc1ccc2[nH]c(C)cc2c1,i,i,7,i,i,i,i,-13,i,0,i
CC1(C)CC(=O)C(C=NCCO)=C(O)C1,i,i,-4,i,i,i,i,-4,i,3,i
O=C1CC(c2ccc(S(=O)(=O)N3CCCCC3)cc2)CN1 (stereo not drawn),i,i,-8,i,i,i,i,-8,i,1,i
C/C(CC(=O)Nc1ccccc1C#N)=N\NC(=O)c1ccncc1,i,i,-2,i,i,i,i,-5,i,7,i
CC1(C)CC(=O)/C(=C\c2cccc([N+](=O)[O-])c2)C(C)(C)N1,i,i,6,i,i,i,i,-8,i,0,i
COc1ccc(CN(C2CCCC2)S(=O)(=O)c2ccc(-n3cnnn3)c(OC)c2)cc1OC,i,i,3,i,i,i,i,-6,i,-2,i
COc1ccc(C2=NN(C(=O)CSc3nc4ccccc4s3)C(c3ccc(F)cc3)C2)cc1 (stereo not drawn),i,i,2,i,i,i,i,-4,i,0,i
CN(Cc1ccccc1)S(=O)(=O)c1ccc2c(c1)n(C)c(=O)c(=O)n2C,i,i,5,i,i,i,i,-10,i,-3,i
CCCC(C)C(=O)Nc1nc(C)c(-c2csc(Nc3ccccc3OC)n2)s1 (stereo not drawn),i,i,13,-6.9*,i,i,i,-10,i,9,i
Cc1csc(NC(=O)C(C)Oc2ccc(Br)cc2)n1 (stereo not drawn),i,i,3,i,i,i,i,-20,i,2,i
CSCC[C@H](NC(=O)c1ccc2c(c1)OCO2)c1nnc2ccccn12,i,i,-3,i,i,i,i,-3,i,2,i
Cc1ccc(NS(=O)(=O)c2ccc(-c3coc(C)n3)cc2)c(C)c1,i,i,-8,i,i,i,i,-5,i,?,i
COC(=O)Nc1ccc(S(=O)(=O)NNC(=O)c2c(O)c3ccccc3n(C)c2=O)cc1,i,i,19,i,i,i,i,-4,i,1,i
CN1CCN(c2ccc([N+](=O)[O-])cc2NC(=O)c2cccs2)CC1,i,i,-1,i,i,i,i,-6,i,0,i
CCc1cccc(NC(=O)CN(c2ccc(C)cc2)S(=O)(=O)c2c(C)noc2C)c1,i,i,2,i,i,i,i,-9,i,9,i
CCC(=O)NC(=S)Nc1ccc(NC(=O)c2cccc([N+](=O)[O-])c2C)cc1,i,i,9,i,i,i,i,-6,i,12,i
O=C(COc1ccccc1Br)NCCc1nc2ccccc2[nH]1,i,i,-1,i,i,i,i,-7,i,-5,i
OCC1(CCOc2ccccc2)CCN(Cc2ccncc2)CC1,i,i,-14,i,i,i,i,-4,i,5,i
Cn1ncc(Br)c1C(=O)NCc1cccs1,i,i,4,i,i,i,i,-8,i,-3,i
CCOC(=O)C1CCN(S(=O)(=O)c2ccc3c(ccn3C)c2)CC1,i,i,5,i,i,i,i,0,i,?,i
O=C1CC(NNC(=O)c2cccc(F)c2)C(=O)N1 (stereo not drawn),i,i,1,i,i,i,i,-8,i,3,i
CS(=O)(=O)c1cnc(-c2ccccc2)nc1Oc1ccc(Cl)cc1,i,i,-1,i,i,i,i,-3,i,-18,i
CCN(CC(=O)Nc1ccc2c(c1)OCCO2)c1ccc(S(=O)(=O)N2CCOCC2)cn1,i,i,-3,i,i,i,i,-23,i,-6,i
COc1ccc(NC(=O)C2(c3ccc(NC(=O)c4ccc(OC)cc4)cc3)CCCC2)cc1,i,i,8,i,i,i,i,-7,i,-5,i
COc1ccc2nc(-n3c(O)c(C4=c5ccccc5=NC4=O)[nH]c3=S)sc2c1,i,i,104*,i,i,i,i,-2,i,-1,i
COC(=O)c1sccc1Oc1ccc(F)cc1[N+](=O)[O-],i,i,1,i,i,i,i,-3,i,-1,i
O=C(CC1NCCc2ccccc21)Nc1ccccc1 (stereo not drawn),i,i,1,i,i,i,i,-1,i,?,i
CCCCn1c(SCC(=O)Nc2nccs2)nc2ccccc2c1=O,i,i,4,i,i,i,i,-9,i,-8,i
Cc1ccc(C(=O)Oc2coc(CSc3nnc(NC(=O)C4CC4)s3)cc2=O)cc1,i,i,-15,i,i,i,i,-6,i,3,i
CC(=O)C1=C(O)C(=O)N(c2ccc(Br)cc2)C1c1ccccc1[N+](=O)[O-] (stereo not drawn),i,i,3,i,i,i,i,-7,i,8,i
C/C(CC(=O)Nc1cc(Cl)ccc1Cl)=N\NC(=O)COc1cccc(C)c1,i,i,-5,i,i,i,i,-6,i,-3,i
COc1ccc(C(c2nnnn2CC2CCCO2)N2CCC(C(N)=O)CC2)cc1 (stereo not drawn),i,i,9,i,i,i,i,-4,i,1,i
CCC(C)N(C(=O)c1csnn1)C(C(=O)NCc1ccc(F)cc1)c1ccccc1 (stereo not drawn),i,i,-12,i,i,i,i,-15,i,1,i
CS(=O)(=O)N1CCCC(C(=O)c2cccc(Cl)c2)C1 (stereo not drawn),i,i,-1,i,i,i,i,-17,i,0,i
Cc1ccccc1C(=O)Nc1nncs1,i,i,-2,i,i,i,i,-11,i,-7,i
CC(CCn1cccn1)NC(=O)c1cc(COc2ccc(F)cc2Cl)on1 (stereo not drawn),i,i,-3,i,i,i,i,-26,i,7,i
O=C(O)CC1(CC(=O)Nc2ccc(F)c(Cl)c2)CCCCC1,i,i,-2,i,i,i,i,-6,i,5,i
COC(=O)C(Cc1ccccc1)NS(=O)(=O)c1ccc(F)cc1Br (stereo not drawn),i,i,2,i,i,i,i,-8,i,-7,i
N/C(=N\OC(=O)Oc1ccccc1)c1ccc(Cl)cc1,i,-9.5*,-3,i,i,i,i,-11,i,?,i
Cc1ccc(Oc2cnn(-c3ccccc3)c(=O)c2Br)cc1,i,i,1,i,i,i,i,-19,i,3,i
COc1ccccc1OCc1ccc(C(=O)Nc2cc(OC)c(OC)c(OC)c2)o1,i,i,-8,i,i,i,i,-10,i,6,i
Cc1cccc(NC(=O)c2nc[nH]c2C(=O)N[C@@H](CC(C)C)C(=O)OC(C)(C)C)c1,i,i,100*,i,i,i,i,-7,i,?,i
COc1ccc(OCCn2c(=O)sc3ccccc32)cc1,i,i,-22,i,i,i,i,-10,i,0,i
Cc1cccc(N2CCN(CCCNC(=O)c3ccc(NC(=O)C4=CSCCO4)cc3)CC2C)c1 (stereo not drawn),i,i,1,i,i,i,i,-8,i,1,i
Cc1nn(Cc2ccc(Cl)c(Cl)c2)c(C)c1NC(=O)c1cc(C2CC2)on1,i,i,2,i,i,i,i,-7,i,0,i
O=C(/C=C/c1c(F)cccc1Cl)Nc1ccncc1,i,i,-6,i,i,i,i,-9,i,-5,i
CCOC(=O)c1cnn(-c2ccccc2)c1NC(=O)CN1CCCCC1,i,i,3,i,i,i,i,-2,i,-3,i
O=C(C1=C[C@H](c2ccc3c(c2)OCO3)C[C@H](OCCCCO)O1)N1CCN(Cc2ccccc2)CC1,i,i,-2,i,i,i,i,-4,i,2,i
COc1cccc(CNC(=O)N2CCN(c3ccccc3)CC2)c1,i,i,4,i,i,i,i,-9,i,4,i
O=C(C1CCN(C2CCN(CC3CC=CCC3)CC2)CC1)N1CCOCC1 (stereo not drawn),i,i,-11,i,i,i,i,-11,i,0,i
COc1ccc2[nH]c(CN3CCN(CC=C(C)C)C(CCO)C3)c(C)c2c1 (stereo not drawn),i,i,-1,i,i,i,i,-4,i,-6,i
O=C1CC(N2CCN(c3ccc(O)cc3)CC2)C(=O)N1c1ccc2c(c1)OCO2 (stereo not drawn),i,i,4,i,i,i,i,-5,i,13,i
O=S(=O)(O)c1ccc(N=NNc2ccc(Br)cc2)cc1,i,i,-1,i,i,i,i,-3,i,5,i
CN(C)/C=C/C(=O)c1ccc(-c2ccc(Cl)cc2Cl)o1,i,i,26,i,i,i,i,-52,i,-7,i
CCC1CCCCN1C(=O)c1ccc(OC2CCN(C(=O)CCOC)CC2)cc1 (stereo not drawn),i,i,-2,i,i,i,i,-9,i,0,i
C/C(=N\Nc1nc(Nc2ccccc2)nc(N2CCOCC2)n1)c1cccs1,i,i,6,i,i,i,i,-12,i,-1,i
CCCCN(C(=O)NCCCCCCNC(=O)N(CCCC)C1CCS(=O)(=O)C1)C1CCS(=O)(=O)C1 (stereo not drawn),i,i,-7,i,i,i,i,-10,i,-8,i
Cc1ccnc(NS(=O)(=O)c2cccs2)c1,i,i,-11,i,i,i,i,-6,i,1,i
CCOC(=O)Cn1c(=O)oc2cc(S(=O)(=O)NCCCc3ccccc3)ccc21,i,i,-2,i,i,i,i,-8,i,1,i
CCOC(=O)c1cc(C(=O)c2cc(F)ccc2O)coc1=N,i,i,0,i,i,i,i,-12,i,3,i

# Assay outcomes as filed in PubChem.
